Screens: PubChem, National Center for Advancing Translational Sciences (NCATS)
UDG counter: blocks uracil-DNA glycosylase in AID counter-screen; FRET deamination/UDG coupled assay, UDG read, 4 h; Potency, µM (doses to about 115 µM), for the others: at the highest dose activity change, negative = inhibition, hits mostly inhibitors; hit rate 0.14% among 91,000; further: nearly all actives have a fitted effect of over 65% in size
AID inhibitor: inhibitors of human activation induced cytidine deaminase; AID deamination FRET fluorescence, UDG-coupled, 4 h; hit rate 0.32% among 91,000; Q9GZX7; Potency, µM (top dose mostly 115 µM), for the others: at the top dose activity change, negative = inhibition, actives largely listed as inhibitors; AID 1347428; further: nearly all actives have a fitted effect of over 25% in size
Target sequence (Q9GZX7 whole entry, looked up): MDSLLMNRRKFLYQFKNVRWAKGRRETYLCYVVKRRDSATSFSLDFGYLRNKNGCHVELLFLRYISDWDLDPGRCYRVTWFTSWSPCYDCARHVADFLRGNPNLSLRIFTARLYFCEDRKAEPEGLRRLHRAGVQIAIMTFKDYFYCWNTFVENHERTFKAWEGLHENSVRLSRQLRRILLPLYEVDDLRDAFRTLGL
Numbers without * were called inactive; ? = inconclusive; & = joins results of further samples; [ ] = remark or other dose. The call rests on the fitted dose curve; in most records, active means well fitted curve in the direction sought with a large enough effect; inconclusive means small, poorly fitted or top-dose-only effect, or another doubt; inactive means no such curve, though single readings can be large; an effect the other way counts as inactive or inconclusive. On the % scale 0 is the no-effect control and ±100 the full control effect; potency means the concentration at half of the fitted maximal effect. A portion of the library; rates above refer to the full screens.

SMILES	UDG counter	AID inhibitor
O=C(CCC(=O)N1CCOc2ccccc21)NCc1cccs1	-4%	?
COc1cccc(-n2c(=O)c3c(C)c(C)sc3n(CC(=O)Nc3ccccc3OC)c2=O)c1	31%[activator]	3%
CCOc1ccc(NC(=O)COc2ncnc3ccccc23)c([N+](=O)[O-])c1	1%	0%
CCc1ccc2oc(-c3ccc(C)c(NC(=O)/C=C/c4ccco4)c3)nc2c1	46%[activator]	2%
CCOC(=O)C(=O)Nc1c(C(=O)Nc2cccc(F)c2)oc2ccccc12	-1%	1%
COc1ccc(N2CCN(CCCNC(=O)c3cc(Nc4ccc(OC)cc4OC)nc4ccccc34)CC2)cc1	-24%[57.5 µM]	5%
Cc1cccc(N2CCN(c3ncnc4c3nc3n4CCCCC3)CC2C)c1 (centres undefined)	-4%	?
O=C(CSc1nc2ccccc2n1Cc1c(F)cccc1Cl)N1CCN(c2ccc(F)cc2)CC1	12%	-1%
CCOC(=O)c1cnc2c(C)c(Cl)ccc2c1NCCc1ccc(OC)c(OC)c1	-19%	?
COc1ccc(CCNC(=O)CCc2c(C)nc3c(c(C)nn3-c3ccc(C)c(C)c3)c2C)c(OC)c1OC	3%	-1%
O=C(COc1ccccc1)NCc1ccc2c(c1)CCN2C(=O)c1ccc(F)cc1	0%	22µM*
COc1cc(CN(C)C(=O)Cc2nc(-c3cccs3)oc2C)ccc1OC(F)F	-15%	-10%
CC(NC(=O)C(=O)Nc1c2c(nn1-c1ccc(F)cc1)CSC2)c1ccccc1 (centres undefined)	9%	10%
Cc1ccc(N(C)C(=O)Cn2cnc3onc(-c4ccc(F)cc4)c3c2=O)cc1C	2%	-1%
COc1ccc(Cn2ccc3nc(C)c(C(=O)N4CCN(c5ccc(OC)cc5)CC4)cc3c2=O)cc1	-7%	?
CC(=O)c1ccc(NC(=O)c2nc3ccccc3n(C)c2=O)cc1	6%	27%
O=C(Nc1ccc(F)cc1C(F)(F)F)C1CCN(c2ncccn2)CC1	6%	-6%
Cc1cc(I)ccc1NC(=O)c1nn(C)c(=O)c2ccccc12	-1%	5%
O=C1C(=C(c2ccccc2)c2ccccc2)C(Cl)C(Cl)(Cl)c2ccccc21 (centres undefined)	?	?
O=C(CCc1ncc(-c2c(F)cccc2F)o1)Nc1ccccn1	-4%	-3%

Remaining list, next part:
SMILES	UDG counter	AID inhibitor
S=C(NCc1cccs1)NCC1CCCCC1	2%	0%
N#Cc1c(N)n[nH]c1CCCNC(=O)c1ccccc1Nc1cccc(C(F)(F)F)c1	0%	-3%
CCOC(=O)c1cc(-c2ccc(C)cc2)n(CC(=O)Nc2cccc(C(C)=O)c2)c1C	2%	-1%
CCOc1ccc(NC(=O)c2cccc(N3CCCS3(=O)=O)c2)cc1	4%	-3%
COc1ccc(CCNC(=O)C(C)C)cc1	-5%	-3%
COc1ccc(C2C(C#N)=C(N)OC3=C2C(=O)CC(C)(C)C3)c2ccccc12 (centres undefined)	-2%	8%
CN1CCCC1CNC(=O)c1cc2ccccc2s1 (centres undefined)	1%	3%
Cc1ccc(-c2nnc(NC(=O)c3ccc4c(c3)OCCO4)o2)c(C)c1	1%	-1%
CCc1cccc(NC(=O)Cn2c(C(=O)OC)cc3sc(Cl)cc32)c1	-12%	-26%
CCCCN(Cc1ccco1)C(=O)c1cc2c(s1)-c1c(C)cccc1OC2	-7%	-12%
CCCNC(=O)c1c(C)nn(-c2cccc(C)c2)c1-n1cccc1	19%	-30%
CC(Oc1ccc(Br)cc1)C(=O)Nc1ncn[nH]1 (centres undefined)	2%	4%
Cc1ccc(N(C)C(=O)C2CCN(S(=O)(=O)c3cn(C)cn3)CC2)cc1	-4%	18%
Cc1csc2nc(COC(=O)c3ccc(NC(=O)c4ccc(C(C)(C)C)cc4)cc3)cc(=O)n12	-6%	-9%
CCCCNC(=O)C12CC3CC(CC(C3)C1)C2	1%	-5%
Cc1nnc(SCc2nnc(-c3ccc(F)cc3)o2)n1-c1ccccc1	5%	1%
Cc1ccc2oc(-c3cc(NC(=O)Cc4ccccc4)ccc3Cl)nc2c1	25%	30%
CCCN1C(=O)C(Cc2nc3ccccc3c(=O)n2CC)c2ccccc21 (centres undefined)	-5%	-22%
C/C(=N\Nc1ccc([N+](=O)[O-])cc1)c1ccc(Br)cc1	-13%	-8%
O=C(c1ccc2ccccc2n1)N1CCN(C2CC2)CC1	-12%	-10%

Of the compounds above, these have a thiophene ring, fused or not:
SMILES	UDG counter	AID inhibitor
O=C(CCC(=O)N1CCOc2ccccc21)NCc1cccs1	-4%	?
COc1cccc(-n2c(=O)c3c(C)c(C)sc3n(CC(=O)Nc3ccccc3OC)c2=O)c1	31%[activator]	3%
COc1cc(CN(C)C(=O)Cc2nc(-c3cccs3)oc2C)ccc1OC(F)F	-15%	-10%
S=C(NCc1cccs1)NCC1CCCCC1	2%	0%
CN1CCCC1CNC(=O)c1cc2ccccc2s1 (centres undefined)	1%	3%
CCc1cccc(NC(=O)Cn2c(C(=O)OC)cc3sc(Cl)cc32)c1	-12%	-26%
CCCCN(Cc1ccco1)C(=O)c1cc2c(s1)-c1c(C)cccc1OC2	-7%	-12%

AID inhibitor, entries above that show a hit
Structure | AID inhibitor
O=C(COc1ccccc1)NCc1ccc2c(c1)CCN2C(=O)c1ccc(F)cc1 | 22µM*

4 entries picked at random from those above:
SMILES	UDG counter	AID inhibitor
CCCN1C(=O)C(Cc2nc3ccccc3c(=O)n2CC)c2ccccc21 (centres undefined)	-5%	-22%
O=C(c1ccc2ccccc2n1)N1CCN(C2CC2)CC1	-12%	-10%
Cc1nnc(SCc2nnc(-c3ccc(F)cc3)o2)n1-c1ccccc1	5%	1%
CCc1cccc(NC(=O)Cn2c(C(=O)OC)cc3sc(Cl)cc32)c1	-12%	-26%

Next section:
SMILES	UDG counter	AID inhibitor
Cc1ccc(F)cc1NC(=O)COC(=O)c1ccc2ccccc2n1	3%	-6%
COc1ccc(CCNC(=O)Cc2c(C)c3cc4c(C(C)(C)C)coc4c(C)c3oc2=O)cc1OC	-11%	-9%
COc1ccc(Nc2nc3ccccc3nc2NS(=O)(=O)c2cccc3nsnc23)cc1	-5%	-9%
O=C(CC1Oc2ccccc2NC1=O)NCc1ccc(F)cc1 (centres undefined)	0%	27%
COc1ccc(CNC(=O)C(C)n2c(=O)cc(C)c3c(C)nn(-c4ccccc4)c32)cc1 (centres undefined)	3%	-1%
CCCSc1ncc(Cl)c(C(=O)N(Cc2ccccc2)c2ccc(OC)cc2)n1	-6%	-19%
Cc1ccc(O)c(NC(=O)CCS(=O)(=O)c2nc(-c3ccc4c(c3)OCO4)cc(C(F)(F)F)n2)c1	-11%	-7%
Cc1ccc(Cn2c(CN3CCC(C(=O)O)CC3)cc3ccccc32)cc1	2%	5%
CCOc1cc(C#N)ccc1OCc1nc(-c2ccc(Br)cc2)no1	-3%	-2%
Cc1cccc(N2CC(C(=O)N(C)Cc3cnn(C)c3)CC2=O)c1C (centres undefined)	0%	-2%
COC(=O)C1=C(C)N(c2ccccc2)C(=S)NC1c1cccs1 (centres undefined)	-2%	-7%
O=C(CSc1nnc2[nH]c(=O)cc(-c3ccccc3)n12)Nc1ccc(F)cc1F	3%	-3%
O=c1c2cnc(N3CCCCC3)nc2ccn1-c1ccc(F)cc1	-1%	-4%
COc1ccc(OC)c(Nc2nc3ccccc3nc2NS(=O)(=O)c2ccc(C)cc2)c1	-2%	-5%
CCOc1ccc(NC(=O)CCc2nc3cccnc3n2Cc2ccc(OC)cc2)cc1	-13%	?
CC(=O)c1ccc(NC(=O)CCc2nc(-c3ccc(C)cc3)no2)cc1	7%	-2%
CCOC(=O)c1c(C)[nH]c(CCC(=O)Nc2ccc(N(CC)CC)cc2C)c1C	-6%[57.5 µM]	28%
Cc1ccc(C(=O)/C=C/Nc2ccc(N(C)C)cc2)cc1C	0%	-9%
COc1ccc(OC)c(/C=C/c2ccc3cccc(O)c3n2)c1	1%	17%
CC(C)NC(=O)C1=CC(c2ccco2)=NS(=O)(=O)N1C	2%	7%

Three structures from above, sorted by length of the SMILES, smallest number first.
SMILES	UDG counter	AID inhibitor
CC(=O)c1ccc(NC(=O)CCc2nc(-c3ccc(C)cc3)no2)cc1	7%	-2%
CCOC(=O)c1cnc2c(C)c(Cl)ccc2c1NCCc1ccc(OC)c(OC)c1	-19%	?
COc1ccc(C2C(C#N)=C(N)OC3=C2C(=O)CC(C)(C)C3)c2ccccc12 (centres undefined)	-2%	8%

The list goes on.
Order of results – UDG counter | AID inhibitor
> CCn1nc(C(=O)N2CCN(S(=O)(=O)c3ccc(C(C)(C)C)cc3)CC2)c2ccccc2c1=O
    -19% | ?
> COc1ccc(OC)c(C2CC(=O)c3c([nH]c(C(=O)OCc4ccc(C)cc4)c3C)C2)c1 (centres undefined)
    -1% | -5%
> Brc1cccc(CSc2nc3ncccc3o2)c1
    1% | -18%
> Cc1ccc(NC(=O)Cn2c(=O)n(C)c(=O)c3sc(N4CCCC4)nc32)c(Cl)c1
    -14% | -6%
> COc1ccc(CNC(=O)C(=O)NCC(c2ccc3c(c2)OCO3)N2CCOCC2)cc1 (centres undefined)
    1%[57.5 µM] | 59%[activator]
> O=C(COc1ccc([N+](=O)[O-])cc1)Nc1nc2c(s1)CCCC2
    -1%[57.5 µM] | 2%
> COc1cc(OC)c(Nc2nc3ccc(C(=O)c4ccccc4)cc3n3c(C)nnc23)cc1Cl
    10% | 4%
> COc1ccc(C2CC(=O)Nc3c2c(=O)nc2c(C)cccn32)cc1OC (centres undefined)
    3% | 4%
> CCCCCCOc1ccc(CNCc2cc(OC)c(OC)cc2OC)cc1
    -7% | -13%
> O=C(COc1ccc(F)cc1Cl)N1CCN(C(=O)c2cccs2)CC1
    -8% | -9%
> CC1CCN(C(c2ccccc2)c2sc3nc(-c4ccco4)nn3c2O)CC1 (centres undefined)
    1% | 10%
> COc1cc(OC)c(NS(=O)(=O)c2c(C(=O)N3CCC(C)CC3)c(C)n(C)c2C)cc1Cl
    -1% | 17%
> CCN1CCN(S(=O)(=O)c2ccc(NC(=O)CCc3ncc(-c4ccc(F)cc4)o3)cc2)CC1
    -3% | -3%
> Cc1ccc(NC2=C(c3ccc(C(F)(F)F)cc3)C(=O)c3ccccc32)cc1F
    -15% | 1%
> COc1ccc(N(C)C(=O)c2nn(-c3ccc(C)cc3)c(=O)n(C)c2=O)c(OC)c1
    2% | -9%

Remaining list, next part:
Order of results – UDG counter | AID inhibitor
> O=C(Nc1cccc(Cl)c1F)c1nn(Cc2ccccc2)c(=O)c2ccccc12
    1% | 4%
> CCc1cccc(C)c1NS(=O)(=O)c1c(C)nc2sccn2c1=O
    -21% | -4%
> COc1ccc(NC(=O)c2cc(Br)c(O)c(OC)c2)cc1NC(C)=O
    -3% | 5%
> O=C(CCCc1nc2ccccc2s1)NCCc1cccc(F)c1
    -2% | -6%
> COc1ccc2cc(C(=O)NCc3ccc4c(c3)CCN4C(=O)c3ccccc3)[nH]c2c1
    0% | 9%
> C(#CC(c1ccccc1)(c1ccccc1)C1CCCCC1)CN1CCOCC1
    1% | -15%
> CCNC(=O)COC(=O)c1cc(Cl)cc(Cl)c1
    0% | -14%
> CCS(=O)(=O)N1CCc2cc(C(=O)Nc3cc(Cl)ccc3C)ccc21
    ? | -14%
> CC(C)(CNC(=O)C1(c2ccccc2)CC1)C(N)=O
    6% | -4%
> COC(=O)C(CCSC)NC(=O)c1cc2c(n(-c3ccc(C)cc3)c1=O)CC(C)(C)CC2=O (centres undefined)
    1% | 12%
> CC1(C)C2CCC1(C(=O)Nc1cccc(C(F)(F)F)c1)c1nc(C#N)c(C#N)nc12 (centres undefined)
    -30% | 15%
> CC(=O)Nc1cccc(C(=O)NCc2ccc3c(c2)CCN3C(=O)c2ccccc2)c1
    6% | 5%
> CNC(=O)c1cc2c(n(-c3ccc(C)cc3)c1=O)CC(C)(C)CC2=O
    6% | 5%
> C[N+](C)(C)CCOC(=O)CCC(=O)OCC[N+](C)(C)C
    2% | 2%
> CCC(=O)Nc1ccccc1-c1nc2ccccc2n(CC(=O)c2ccc(C)cc2)c1=O
    16% | 6%

Next part.
Order of results – UDG counter | AID inhibitor
> Cc1cc(C(=O)OCC(=O)NC2CC2)c2ccccc2n1
    -6% | 0%
> Cn1cc(S(=O)(=O)N2CCCC(C(=O)Nc3ccn(Cc4ccc(Cl)cc4)n3)C2)cn1 (centres undefined)
    3% | 3%
> CCCCN(CC)CCNC(=O)c1cc2c(=O)n(CC)c3ccccc3c2s1
    -1% | 3%
> CC(=O)c1cccc(NC(=O)C2CC3CCCC(C2)C3=O)c1 (centres undefined)
    8% | -1%
> CC(OC(=O)c1ccc(CS(C)(=O)=O)cc1)c1ccc(F)cc1F (centres undefined)
    -3% | -12%
> C(=Nc1ccccc1-c1ccccc1N=Cc1ccc2ccccc2c1)c1ccc2ccccc2c1
    -3% | -10%
> O=C(O)C(=Cc1cccs1)C(=O)O
    17% | 3%
> O=C(C1COc2ccccc2O1)N(Cc1cccnc1)c1nc2c(Cl)cccc2s1 (centres undefined)
    -8%&24% | -3%&11%
> CSCCCNC(=S)NCc1ccccn1
    -3% | 8%
> O=C(COc1ccccc1Cl)Nc1ccc2nc(SCC(=O)N3CCOCC3)sc2c1
    7%[57.5 µM] | 4%
> COc1ccc(-c2cc(NC(=O)c3ccc4c(c3)NC(=O)CCS4)ccc2OC)cc1
    4% | -2%
